# L3MBTL1 inh = L3MBTL1 (human) inhibition. Potency, µM (titrated, usually from 57.1 µM), for inactives: at the top dose activity, negative = inhibition, most hits filed as inhibitors. AID 485360. 0.66% of 230,000 active. AlphaScreen L3MBTL1–H3K9me1 peptide binding; also: nearly all actives have a fitted effect of over 60% in size
#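 Read-out is AlphaScreen signal from streptavidin donor and nickel chelate acceptor beads (10 ug/mL final each) bridging L3MBTL1 (50 nM) and biotinylated K9-monomethylated H3(1-15) peptide (75 nM), after 30 min compound exposure at room temperature.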
# GAA glycogen = inhibitors or activators of human alpha-glucosidase glycogen cleavage; P10253; recombinant GAA, glycogen substrate, Amplex Red glucose oxidase fluorescence; Potency, µM (titrated, usually from 76.4 µM), without a hit: top-dose activity change, negative = inhibition, hits mostly inhibitors; 0.38% of 300,000 active;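 also: 0% = full enzyme reaction and -100% = no-enzyme basal signal; the screen sought inhibitors and activators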
#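 Recombinant enzyme (4 nM final) with compounds titrated up to 77 uM and bovine liver glycogen (30 ug) in citrate pH 5.0, 0.01% Tween-20, 37 C 40 min. Released glucose detected by Amplex Red/glucose oxidase (Ex 573/Em 610); AC50 from Hill fits.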
# RECQ1 helicase = RECQ1 (human) helicase inhibition; AID 2549; Potency, µM (series often up to 57.3 µM), for the others: top-dose activity, negative = inhibition, hits mostly inhibitors; 0.54% of 240,000 active; RECQ1 DNA unwinding, red fluorescence kinetic read; P46063;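 also: plate controls were vehicle for no effect and no enzyme for full effect; nearly all actives have a fitted effect of over 30% in size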
# Target sequence (P46063 whole entry, looked up): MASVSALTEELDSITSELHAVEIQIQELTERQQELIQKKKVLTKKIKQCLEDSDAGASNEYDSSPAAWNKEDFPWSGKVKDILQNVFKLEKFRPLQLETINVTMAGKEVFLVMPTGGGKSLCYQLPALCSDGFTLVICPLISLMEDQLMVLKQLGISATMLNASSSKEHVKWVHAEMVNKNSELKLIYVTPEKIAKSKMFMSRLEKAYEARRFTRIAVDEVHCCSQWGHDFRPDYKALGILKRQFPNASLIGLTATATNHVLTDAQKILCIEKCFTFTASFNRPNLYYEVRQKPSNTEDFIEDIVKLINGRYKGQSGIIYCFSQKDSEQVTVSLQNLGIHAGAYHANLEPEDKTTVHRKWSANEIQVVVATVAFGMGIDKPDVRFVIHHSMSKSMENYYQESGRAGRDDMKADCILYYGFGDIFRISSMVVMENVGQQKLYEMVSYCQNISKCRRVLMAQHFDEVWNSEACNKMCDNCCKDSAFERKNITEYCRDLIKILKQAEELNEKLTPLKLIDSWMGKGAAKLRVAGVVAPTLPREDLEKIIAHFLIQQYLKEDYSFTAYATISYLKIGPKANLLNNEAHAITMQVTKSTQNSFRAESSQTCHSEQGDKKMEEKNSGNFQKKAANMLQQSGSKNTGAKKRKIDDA
#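 50 nM RECQ1T1 preincubated 15 min with compound in Tris pH 8.0 buffer with MgCl2, DTT, Tween-20 and 2.5 ug/ml poly(dI-dC); started with 200 nM TAMRA/BHQ-2 forked duplex and 2 mM ATP. Unwinding read as fluorescence (525/598 nm), two reads 2 h apart.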
# aGlu spleen mod = inhibitors or activators of human alpha-glucosidase in spleen homogenate; P10253; human spleen homogenate, 4-MU-alpha-glucoside fluorescence; Potency, µM (titrated, usually from 79.9 µM), for the others: top-dose activity change, negative = inhibition, most hits filed as inhibitors; 0.006% of 240,000 active;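 also: 0% = enzyme with vehicle and -100% = no enzyme basal signal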
#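 Human spleen homogenate (1 ug) incubated with compounds and 1 mM 4-methylumbelliferyl-alpha-D-glucopyranoside in pH 5.0 citrate/phosphate buffer, 37 C, 40 min. Stopped at pH 10; 4-MU fluorescence (Ex 365/Em 440 nm); AC50 by Hill fit.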
# GoLoco inh red = RGS12 GoLoco-Gai1 interaction inhibition; P63096; Gai1:RGS12 GoLoco peptide FP, rhodamine, 10 min; Potency, µM (top dose mostly 61.6 µM), for inactives: top-dose activity, negative = inhibition, usual class: inhibitors; 0.44% of 230,000 active; active = well fitted inhibition curve with a large enough effect, not every such curve was filed as active; inactive = no such curve, though single readings can be large or run the other way; also: nearly all actives have a fitted effect of over 30% in size; many of its hits are not listed in these tables
# Target sequence (P63096 whole entry, looked up): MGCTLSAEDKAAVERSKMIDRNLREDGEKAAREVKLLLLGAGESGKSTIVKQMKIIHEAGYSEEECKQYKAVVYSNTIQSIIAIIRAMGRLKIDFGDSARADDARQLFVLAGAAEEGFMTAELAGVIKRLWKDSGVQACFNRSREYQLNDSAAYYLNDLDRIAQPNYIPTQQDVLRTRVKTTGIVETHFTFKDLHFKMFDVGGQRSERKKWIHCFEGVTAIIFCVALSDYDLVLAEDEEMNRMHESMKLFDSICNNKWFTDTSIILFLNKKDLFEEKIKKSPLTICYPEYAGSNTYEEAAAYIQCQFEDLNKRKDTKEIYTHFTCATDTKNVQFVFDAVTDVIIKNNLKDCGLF
# TR SRC2 fluor cs = Texas Red fluorescence interference in TRb-SRC2 counter-screen; TRb/SRC2 Texas Red total fluorescence interference; Potency, µM (series often up to 106 µM), inactives show at the highest dose fluorescence change, negative = quenching; 0.29% of 280,000 active; AID 1479; active = well fitted curve in either direction with a large enough effect; inconclusive = small, poorly fitted or top-dose-only effect
#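 Human TRb ligand-binding domain at 0.6 uM with 20 nM Texas Red SRC2 peptide in Tris buffer containing 1 uM T3 and 5% DMSO, incubated with compound 5 h at ambient temperature. Total fluorescence (555/632 nm) calculated as parallel + 2 × perpendicular.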
# TRb SRC2 PPI = TRbeta-SRC2 interaction inhibition. P10828. TRbeta-SRC2 peptide binding, fluorescence polarization; receptor liganded with 1 µM T3. Potency, µM (titrated, usually from 106 µM), for the others: at the highest dose activity change, negative = inhibition, hits mostly inhibitors. 0.065% of 280,000 active;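 also: plate controls were bound peptide for no effect and peptide without receptor for full effect; nearly all actives have a fitted effect of over 50% in size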
#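 Human TRb ligand-binding domain (0.6 uM) is mixed with 20 nM Texas Red SRC2 peptide and 1 uM T3; after compound addition and 5 hr at ambient temperature, polarization is measured and normalized to unbound and bound controls.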
# GAA inh = inhibitors of human lysosomal alpha-glucosidase. P10253. 0.005% of 200,000 active. AID 1466. Potency, µM (doses to about 76.9 µM), for inactives: at the top dose activity change, negative = inhibition, usual class: inhibitors. purified human GAA, 4-MU-alpha-glucoside fluorescence;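 also: plate controls were uninhibited enzyme wells for no effect and no-enzyme background for full effect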
#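 Human alpha-glucosidase, 4 nM, pre-mixed with test compounds before 400 uM 4-methylumbelliferyl substrate; 20 min room temperature at pH 5.0. Fluorescence read after pH 10 stop; AC50 values from Hill-equation fits.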
# The depositor's hits bear a star; i = inactive; ? = inconclusive; . = not tested or not shown; & = joins results of further samples; [ ] = dose if it differs, or a comment. Unless noted, calls follow the shape of the dose curve; as a rule, active = well fitted curve in the direction sought with a large enough effect; inconclusive = small, poorly fitted or top-dose-only effect, or another doubt; inactive = no such curve, though single readings can be large; an effect the other way counts as inactive or inconclusive. Unless noted, % is scaled to controls: 0 for no effect and ±100 for the full control effect; potency is read from the fitted curve at half-maximal effect.
SMILES,L3MBTL1 inh,GAA glycogen,RECQ1 helicase,aGlu spleen mod,GoLoco inh red,TR SRC2 fluor cs,TRb SRC2 PPI,GAA inh
COc1cccc(CN(CC2CCCO2)C(=O)c2cc3ccccc3oc2=O)c1 (stereo not drawn),-5.8%,14.8%,6.1%,-1.3%,8.2%,0.8%,-5.0%,-6.9%
O=C(O)c1ccccc1C(=O)N1N=C2/C(=C/c3cccc([N+](=O)[O-])c3)CCCC2C1c1cccc([N+](=O)[O-])c1 (stereo not drawn),-3.9%,-14.5%,-3.0%,2.2%,2.5%,-2.9%,1.7%,-5.0%
Fc1cccc(F)c1CN1CCN(c2ncccn2)CC1,-4.8%,-15.3%,-13.2%,-5.0%,2.8%,-0.2%,1.5%,0.6%
Cc1ccc(N2C(=O)C3C(C2=O)C2C=CC3C23CC3)c([N+](=O)[O-])c1 (stereo not drawn),-12.3%,0.6%,-1.2%,4.5%,1.5%,-1.1%,-2.7%,1.2%
COc1ccc(Cl)cc1NC(=O)CN1CCC(n2nnc3cc(F)ccc32)CC1,-2.3%,-2.4%,-1.4%,1.5%,6.8%,-3.5%,-2.2%,-3.7%
O=S(=O)(c1ccccc1Cl)N1CCCC(c2nc(-c3cccnc3)no2)C1 (stereo not drawn),.,-0.4%,i,-1.8%,6.9%,-0.4%,-5.1%,-0.5%
CCOC(=O)c1ccc(NC(=O)C(=O)NCc2ccc(/C=C(/C#N)C(=O)NCCOC)o2)cc1,.,6.8%,9.2%,-3.2%,29.3%,1.7%,-9.1%,-2.2%
CS(=O)(=O)N(CC(=O)N1CCN(c2ccccc2)CC1)c1cccc(Br)c1,3.8%,-21.5%,-6.5%,-1.5%,-37.6%,2.1%,-0.1%,?
Cc1c(NC(=O)C(C)OC(=O)/C=C/c2ccco2)c(=O)n(-c2ccccc2)n1C (stereo not drawn),-3.0%,5.7%,-13.7%,8.0%,0.4%,-0.7%,-2.8%,-4.6%
CCC(C)C(=O)NCCc1ccc(S(N)(=O)=O)cc1 (stereo not drawn),6.3%,2.7%,-0.2%,-2.7%,1.6%,-3.2%,-2.9%,?
Cc1cc(NS(=O)(=O)c2ccc(NC(=O)c3oc4ccccc4c3C)cc2)no1,.,0.1%,-3.7%,1.2%,28.7%,-2.5%,-16.7%,-0.3%
CC1(C)CC(=O)C(C2=NC3(CCCCC3)Cc3ccccc32)=C(O)C1,-6.3%,7.8%,i,-5.4%,2.2%,-0.3%[53 µM],8.4%[53 µM],13.0%
COc1ccc(C2C(C(=O)c3ccco3)=C(O)C(=O)N2CCOCCO)cc1OC (stereo not drawn),2.7%,-9.8%,-18.0%,2.4%,-14.6%,0.0%,-28.1%,?
CCOC(=O)c1cc2nc(-c3ccco3)cc(C(F)(F)F)n2n1,16.3%,0.1%,6.7%,4.4%,-1.3%,-3.8%,-15.1%,7.0%
O=C1c2ccccc2-c2n[nH]c3cccc1c23,.,.,-14.4%&-2.4%&-12.0%&-7.0%,1.1%&7.2%&1.1%&-6.0%,5.4%&5.3%&6.9%&1.5%,-10.2%&-3.1%&-10.3%&-13.6%,3.2%&-3.8%&3.1%&1.2%,.
COC(=O)C1CCN(C(=O)CSc2nc3ccc(OC)cc3[nH]2)CC1,25.0%,0.8%,-1.2%,0.4%,1.0%,-0.4%,-4.2%,-22.6%
CC(NC(=O)C(CC(=O)OC(C)(C)C)NC(=O)OC(C)(C)C)C(N)=O (stereo not drawn),2.9%,-14.5%,-2.8%,-0.1%,6.9%,-2.1%,-0.3%,-4.9%
CCCCCCc1cc2cc(C(=O)Nc3ccc(OC)cc3)c(=O)oc2cc1O,1.2%,12.0%,-0.1%,-3.1%,6.2%,-1.1%,-1.4%,4.2%
CSCCC1(C(=O)O)NC(c2ccccc2O)C2C(=O)N(C(C)C)C(=O)C21 (stereo not drawn),.,1.5%,-5.0%,-2.9%,6.5%,1.3%,-1.3%,-3.1%
CC(=O)Cc1cc(O)c2ccccc2c1OC(=O)c1ccc(Br)cc1,0.5%,9.3%,i,2.0%,1.7%,-1.8%,-1.8%,-10.1%[15.4 µM]
Cc1ccc(C)n1-n1cnc2sc(-c3ccccc3)cc2c1=O,-6.4%,-6.4%,-3.7%,-4.2%,10.6%,3.8%,2.2%,-7.3%
O=C(NNS(=O)(=O)c1ccccc1)c1cc2cc3ccccc3nc2s1,-4.4%,22.4µM*,-0.3%,-5.6%,29.8%,0.0%,9.9%,6.4%
CCc1ccc2[nH]c(=O)c(CN(Cc3ccccc3OC)C(=O)Nc3ccccc3OC)cc2c1,.,3.8%,-10.4%,-7.1%,3.6%,-1.9%,-10.2%,-3.3%
Cc1ccc(/C=C2/SC(=S)N(c3ccc(S(=O)(=O)Nc4nccs4)cc3)C2=O)cc1,.,-2.6%,-11.3%,2.6%,16.7%,-6.7%,0.9%,.
O=C(O)CN1C(=O)/C(=C/c2ccsc2)SC1=S,6.0%,-20.1%,-2.1%,-11.5%,15.3%,0.5%,-9.7%,6.3%
# (list continues)
SMILES,L3MBTL1 inh,GAA glycogen,RECQ1 helicase,aGlu spleen mod,GoLoco inh red,TR SRC2 fluor cs,TRb SRC2 PPI,GAA inh
Cc1cc(-n2c(C)cc(C(=O)COC(=O)CN=C3NS(=O)(=O)c4ccccc43)c2C)no1,-9.1%,4.2%,i,0.5%,6.4%,-2.6%,-18.3%,-7.3%
C=Cn1c(C(=O)O)ccc1-c1ccc(CC)cc1,.,8.1%,1.1%,0.2%,34.7%[activator],-0.6%,-5.6%,.
COc1ccc2c(c1)C(=O)N(c1ccc(C)cc1C)C(=O)C2,-2.6%,-0.3%,-2.4%,3.5%,14.4%,1.4%,-3.1%,-8.0%
O=C(CCCOc1ccc(Cl)cc1)NCC1CCCO1 (stereo not drawn),31.9%[activator],8.6%,-3.7%,-8.9%,2.9%,2.6%,-16.2%,-7.0%
CN(CCNC(=O)C1CCN(S(=O)(=O)N2CCOCC2)CC1)CCc1ccccc1,7.3%,8.1%,-0.7%,0.6%,-1.2%,-0.4%,10.0%,-1.2%
CC1CC(C)CN(CCCOc2ccccc2[N+](=O)[O-])C1 (stereo not drawn),-11.1%,-10.6%,-5.6%,7.8%,-9.4%,0.4%,-0.9%,5.4%
COC(=O)c1c(NC(=O)C2COc3ccccc3O2)sc2c1CCN(Cc1ccccc1)C2 (stereo not drawn),0.3%,-13.3%,-7.0%,-7.7%,-0.2%,1.1%,-0.8%,-4.3%
CCCNc1nc(Nc2ccc(C)cc2)nc(N2CCCC2)n1,.,0.6%,i,-3.3%,-14.4%,-1.1%,-14.2%,-10.5%
COc1cc(NC(=O)COC(=O)CSc2cc(C)ccc2C)c(C)cc1[N+](=O)[O-],15.4%,10.0%,-12.0%,1.4%,-27.7%,-5.0%,-4.2%,1.5%
O=[N+]([O-])c1cc(S(=O)(=O)/N=C(/c2ccccc2)N2CCOCC2)ccc1Cl,.,6.9%,3.9%,-3.8%,3.1%,-2.0%,-11.6%,3.9%
CC(C)CN(C(=O)COC(=O)Cc1c[nH]c2ccccc12)C1CCS(=O)(=O)C1 (stereo not drawn),2.8%,3.7%,-2.9%,2.9%,-6.1%,-0.4%,-0.5%,-5.8%
Cc1onc(-c2c(Cl)cccc2Cl)c1C(=O)NCc1ccccn1,.,4.2%,-16.4%,-2.5%,-13.2%,0.9%,1.9%,-1.8%
Cc1cccc(C)c1NC(=O)CSc1nnc(-c2ccco2)c(-c2ccco2)n1,2.82µM*,6.3%,14.1µM*,-10.9%,3.2%,?,9.9%,?
CCOc1cc(-c2c(C#N)c(=O)[nH]c3c2c(C)nn3-c2ccc(F)cc2)ccc1O,3.1%,-2.4%,-8.7%,-1.8%,10.8%,2.1%,11.3%,5.6%
CCCCOC(=O)Nc1ccc2c(C)cc(=O)oc2c1,2.8%,-11.2%,i,-2.2%,17.0%,0.2%,-2.1%,6.4%
CCS(=O)(=O)N1CCCC(C(=O)NCCCOC)C1 (stereo not drawn),-6.1%,1.6%,-6.1%,-4.9%,-0.9%,-1.0%,-3.9%,-11.1%
COCc1nnc(NC(=O)c2cccc(NC(=O)C(C)C)c2)s1,9.4%,3.1%,-15.9%,-0.8%,9.6%,-1.8%,1.3%,0.1%
COc1ccc(S(=O)(=O)N(CC(=O)Nc2ccc3c(c2)OCO3)c2ccccc2OC)cc1,-18.7%,-5.1%,-6.0%,-0.3%,-3.5%,-4.1%,6.9%,?
CC1=C(C(=O)OCC2CCCO2)C(c2ccc(C)cc2)C2=C(CC(C)(C)CC2=O)N1 (stereo not drawn),18.0%,-7.1%,i,-1.7%,14.1%,-8.3%,2.8%,12.6%
CN(c1ccccc1)S(=O)(=O)c1ccc(Cl)c(C(=O)Nc2nn[nH]n2)c1,-1.2%,3.5%,i,3.7%,0.5%,-2.5%,-4.6%,-1.1%
CC(C)C(NC(=O)c1ccc(C(C)(C)C)cc1)C(=O)OCC(=O)NC(=O)Cc1ccccc1 (stereo not drawn),1.1%,0.3%,-4.1%,-9.3%,-3.1%,-1.4%,0.3%,-12.8%
Cc1nn(Cc2ccccc2)c2sc(C(=O)NCc3cccnc3)cc12,-3.2%,-5.1%,-2.1%,6.7%,3.3%,-3.0%,-15.6%,-4.8%
CCOC(=O)C1(CC2CCCCO2)CCN(Cc2cn[nH]c2-c2cccc(F)c2)CC1 (stereo not drawn),-7.0%,16.0%,1.2%,-9.1%,-0.7%,-7.0%,-3.5%,?

# Arranged by molecular weight (falling): part of the list above
SMILES,L3MBTL1 inh,GAA glycogen,RECQ1 helicase,aGlu spleen mod,GoLoco inh red,TR SRC2 fluor cs,TRb SRC2 PPI,GAA inh
Cc1cc(-n2c(C)cc(C(=O)COC(=O)CN=C3NS(=O)(=O)c4ccccc43)c2C)no1,-9.1%,4.2%,i,0.5%,6.4%,-2.6%,-18.3%,-7.3%
Cc1cccc(C)c1NC(=O)CSc1nnc(-c2ccco2)c(-c2ccco2)n1,2.82µM*,6.3%,14.1µM*,-10.9%,3.2%,?,9.9%,?
COc1ccc2c(c1)C(=O)N(c1ccc(C)cc1C)C(=O)C2,-2.6%,-0.3%,-2.4%,3.5%,14.4%,1.4%,-3.1%,-8.0%

# The list is partial; count on the stated rates, not on these rows.
